bIAP act = bovine intestinal alkaline phosphatase activators, primary screen, biochemical, bovine IAP, CDP-star luminescence; AID 1016, 2008; purified bovine IAP, 30 min; stronger effect = higher value; fold of DMSO-control signal, blank-subtracted; activation factor at 20 µM; alkaline phosphatase, intestinal [Bos taurus]; 200,000 tested, 0.17% active;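 active = activation factor of 2 or more at 20 µM, a signal rise over negative controls twice the positive control's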
TR-FRET SRC-2 ct = TR-FRET signal artefacts, primary screen, artefact control for PPARgamma SRC-2 agonist project, biochemical. TR-FRET artefact counter-screen; stronger effect = higher value. TR-FRET ratio at 8 µM. 200,000 tested, 0.4% active. AID 1049, 2008; in the data active = TR-FRET ratio above about 2000; also: inactives centre near 1500
ROMK mod = ROMK potassium channel modulators, primary screen, cell-based, thallium flux, MLSMR library | Tet-inducible ROMK, thallium flux fluorescence; actives lie on both sides | 130,000 tested, 2% active | ATP-sensitive inward rectifier potassium channel 1 (Homo sapiens), P48048 | AID 1918, 2009 | B-score at 10 µM;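 active = signal ratio slope over the read window, or its plate-corrected B-score, at least 3 SD from the plate mean, either direction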;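 also: B-score of the F/F0 ratio slope over 7 to 12 s after thallium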
Target sequence (P48048 whole entry, looked up): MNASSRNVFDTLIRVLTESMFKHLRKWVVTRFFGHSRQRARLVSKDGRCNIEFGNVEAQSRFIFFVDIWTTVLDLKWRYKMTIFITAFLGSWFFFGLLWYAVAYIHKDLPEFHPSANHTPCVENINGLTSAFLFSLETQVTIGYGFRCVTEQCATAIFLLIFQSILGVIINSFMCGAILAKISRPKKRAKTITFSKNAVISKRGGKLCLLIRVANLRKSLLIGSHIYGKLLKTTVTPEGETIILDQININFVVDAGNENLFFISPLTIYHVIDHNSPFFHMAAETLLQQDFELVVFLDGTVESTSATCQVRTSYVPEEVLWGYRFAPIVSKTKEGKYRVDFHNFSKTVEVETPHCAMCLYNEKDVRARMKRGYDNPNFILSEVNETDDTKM
Redox H2O2 prof = compounds producing H2O2 with reducing agent – biochemical, NIH compound library profiling, artefact control for MLSCN library redox annotation, primary screen; DTT-dependent redox cycling H2O2, phenol red/HRP absorbance; 100% = 100 µM peroxide control, 0% = buffer; activation, % at 10 µM; 200,000 tested, 0.03% active; AID 878, 2007;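 active = activation of at least 50% relative to the plate's high and low controls in the primary single-dose screen; inactive = activation below 50%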;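 also: compound incubated with DTT at 0.8 mM final as the reducing agent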
PPARg SRC2 recr = agonists of PPARg-SRC-2 recruitment, primary screen, biochemical, HTS; Peroxisome proliferator-activated receptor gamma (Homo sapiens), P37231; PPARgamma LBD-SRC-2 recruitment; activation, % at 8 µM; 200,000 tested, 0.34% active; in the data active = activation above about 22%;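 also: 0% = vehicle and 100% = reference agonist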
Target sequence (P37231 whole entry, looked up, the tested form may be a part): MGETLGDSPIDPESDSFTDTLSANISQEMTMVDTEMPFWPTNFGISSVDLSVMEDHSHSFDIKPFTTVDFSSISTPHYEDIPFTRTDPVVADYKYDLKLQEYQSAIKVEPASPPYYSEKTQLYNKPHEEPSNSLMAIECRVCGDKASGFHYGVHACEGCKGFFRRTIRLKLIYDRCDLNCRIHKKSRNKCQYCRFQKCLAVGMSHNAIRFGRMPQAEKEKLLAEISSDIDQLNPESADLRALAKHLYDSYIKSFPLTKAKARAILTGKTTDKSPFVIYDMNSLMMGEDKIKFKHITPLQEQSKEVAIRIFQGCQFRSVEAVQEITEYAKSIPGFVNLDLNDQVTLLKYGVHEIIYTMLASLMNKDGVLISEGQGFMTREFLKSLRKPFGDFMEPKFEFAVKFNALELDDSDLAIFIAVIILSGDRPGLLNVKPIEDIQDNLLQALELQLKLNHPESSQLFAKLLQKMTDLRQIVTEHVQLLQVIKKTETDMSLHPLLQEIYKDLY
S1P3 antag = S1P3 receptor antagonists, primary screen, cell-based | Sphingosine 1-phosphate receptor 3 (Homo sapiens), Q99500 | CHO S1P3 NFAT-BLA reporter, FRET fluorescence, antagonist mode | inhibition, % at 4.98 µM | 170,000 tested, 0.27% active;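 active = inhibition above the plate cutoff, the mean inhibition of test wells on that plate plus 3 SD, cut at about 28% in these data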;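 also: cells challenged with S1P at its EC80 of 0.8 µM; blue over green emission ratio from cleaved BLA substrate after 4 h stimulation; 0% = S1P-stimulated wells and 100% = unstimulated DMSO-only wells; some compounds past the cut are filed as inactive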
PPARg SRC-1 ag = PPARgamma agonists recruiting SRC-1 coactivator, primary screen, biochemical; AID 631, 2007; activation, % at 8 µM; PPARgamma-SRC-1 coactivator recruitment biochemical assay; 200,000 tested, 0.41% active; in the data active = activation above about 19%;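 also: 0% = DMSO and 100% = reference agonist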
PPARg SRC3 recr = PPARgamma agonists recruiting SRC-3 coactivator, primary screen, biochemical; Peroxisome proliferator-activated receptor gamma (Homo sapiens), P37231; biochemical PPARgamma/SRC-3 coactivator recruitment assay; activation, % at 8 µM; 200,000 tested, 0.26% active; AID 731, 2007; in the data active = activation above about 23%;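 also: 0% = DMSO and 100% = reference agonist; some compounds past the cut are filed as inactive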
TLR4 MyD88 comp = inhibitors of TLR4-MyD88 association in cells, primary screen, cell-based, HeLa CL3-4, BLA complementation, FRET ratio | Toll-like receptor 4 (Homo sapiens) + Myeloid differentiation primary response protein … | HeLa CL3-4 TLR4/MyD88 BLA complementation | inhibition, % at 8.4 µM | 200,000 tested, 0.18% active | AID 861, 2007; in the data active = inhibition above about 25%;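 also: 0% = vehicle and 100% = reference inhibitor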
bIAP inhibitor = bovine intestinal alkaline phosphatase inhibitors, primary screen, selectivity assay for TNAP inhibitor project, biochemical, bovine IAP, CDP-star luminescence | purified bovine IAP, 30 min | AID 1019, 2008 | 190,000 tested, under 10 active | inhibition, % at 20 µM;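 active = over 50% inhibition of intestinal alkaline phosphatase at 20 µM in the single-dose screen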
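System: purified bovine intestinal alkaline phosphatase (IAP) enzyme; Input: IAP diluted 1/65,000,000 in the well; Measured by: CDP-star luminescence signal; Compound dosing: 20 µM single dose; Incubation: 30 min reaction at room temperature.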
L major viab = Leishmania major promastigote growth inhibition, primary screen | inhibition, % at 10 µM | 200,000 tested, 9% active | Leishmania major promastigotes, resazurin fluorescence viability; in the data active = inhibition above about 50%;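 also: promastigotes grown with compound for 44 hours at 28 °C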
The depositor's hits bear a star; / = not tested or not shown. Not a hit list, and some 11% of all compounds hit somewhere here.

Results follow in this order: bIAP act	Redox H2O2 prof	TLR4 MyD88 comp	ROMK mod	TR-FRET SRC-2 ct	S1P3 antag	PPARg SRC-1 ag	L major viab	PPARg SRC2 recr	bIAP inhibitor	PPARg SRC3 recr
Cc1noc(C)c1COc1ccc(C(=O)OCC(=O)OC(C)(C)C)cc1
 : 1	-2.1	10	-0.87	1694	-11	-6	0	-1	2	1
CC(=O)c1cccc(NC(=O)C2CCCN2S(=O)(=O)c2cccc3cccnc23)c1 (stereo not drawn)
 : 0.9	-1.1	-10	/	1504	8	-1	4	0	7	0
CCN1CCN(C(c2ccccc2)c2nnnn2CCc2ccc(OC)c(OC)c2)CC1 (stereo not drawn)
 : 1	1.9	1	/	1427	-5	6	-3	9	-2	-6
N#CC1=C(SCC(N)=O)NC(=O)CC1c1ccccc1Cl (stereo not drawn)
 : 1	0.1	-2	/	1610	-11	2	-9	4	5	6
CCOc1[nH]n(-c2ccc(Cl)cc2)c(=O)c1C=Nc1ccc(O)cc1
 : 1.1	4.1	10	/	1677	/	-5	-3	8	-5	9
CC(CNC(=O)c1cncc(O)c1)NC(=O)c1cncc(O)c1 (stereo not drawn)
 : 1.1	0.5	-4	/	1798	-16	6	-2	2	-5	2
CCOc1ccc(NC(=O)COc2ccccc2)c([N+](=O)[O-])c1
 : 1	-0.9	4	0.55	1702	-9	15	-3	10	-4	4
COc1ccc(CCNC(=O)c2ccn[nH]2)cc1OC
 : 1.1	-0.8	4	-0.57	1764	-3	2	1	15	-12	9
O=C(COC(=O)c1sc2cc(F)ccc2c1Cl)Nc1ncc(Cl)cc1Cl
 : 0.7	0.3	14	/	1600	-16	-3	-6	2	26	1
O=C(Nc1cc(S(=O)(=O)N2CCCC2)ccc1OCC(F)(F)F)c1ccccc1F
 : 1	0.2	-3	-0.043	1749	10	-4	-5	1	5	1
CN1CCN(C(=O)Cn2c(=O)oc3cc(S(=O)(=O)NCc4ccccc4)ccc32)CC1
 : 0.9	-3.1	-16	/	1625	10	7	-6	-3	13	9
CCCCCCn1cc(C(=O)O)c(=O)c2ccccc21
 : 1	-0.7	6	-0.43	1441	/	5	-2	6	-1	12
CCN1CCN(c2ccc(NC(=O)Cc3ccccc3)cc2)CC1
 : 1.1	0.8	12	0.22	1554	-46	-3	3	16	-12	-5
CCc1ccc2c(c1)cc(CN(C(=S)Nc1cccc(C)c1)C1CC1)c1nnnn12
 : 1	2.4	11	/	1769	/	12	-4	-7	2	-11
COc1ccc(NC(=O)CC2C(=O)N(Cc3cccs3)C(=S)N2C(C)C)cc1 (stereo not drawn)
 : 1.3	-0.5	4	0.26	1623	0	8	14	1	-28	4

Remaining list, next part:
Results follow in this order: bIAP act	Redox H2O2 prof	TLR4 MyD88 comp	ROMK mod	TR-FRET SRC-2 ct	S1P3 antag	PPARg SRC-1 ag	L major viab	PPARg SRC2 recr	bIAP inhibitor	PPARg SRC3 recr
COc1ccc(CN2CC(=O)N(c3ccc(C)c(C)c3)C2=S)cc1OC
 : 1	0.1	2	0.91	1544	-7	4	52*	-2	-1	-1
O=C(C1CC1)N1N=C2CCCCC2C1(O)C(F)(F)F (stereo not drawn)
 : 1.2	-0.3	-9	0.025	1646	6	-8	-10	-10	-17	1
COc1ccc(C(=O)C2CCCN(Cc3cccn3-c3ccccn3)C2)cc1F (stereo not drawn)
 : 1	0.0	6	-0.94	1355	-5	-1	16	-13	-5	3
COc1ccc(-c2nnc(SCC(=O)Nc3nc4ccccc4s3)n2C)cc1
 : 0.9	0.3	-2	0.0088	1566	/	1	-5	1	10	-5
COc1ccc(NC(=O)Nc2cccc(NC(C)=O)c2)c(OC)c1
 : 1.2	-0.8	-16	0.87	1547	-18	8	-3	0	-20	4
CCC(C)OC(=O)C1=C(C)OC23OC(N)=C(C#N)C12C(=O)c1ccccc13 (stereo not drawn)
 : 1	-0.1	-8	0.32	1587	/	4	86*	5	2	-5
Cc1nc(SCC(=O)Nc2c(C)nn(C)c2C)c2cnn(-c3ccccc3)c2n1
 : 1	-3.0	-11	/	1619	/	5	-4	3	0	15
CSc1ccccc1NC(=O)Nc1cccc(F)c1
 : 0.8	-1.1	4	-0.44	1601	14	5	9	13	18	-2
Cc1ccc(CN(c2ccc(C(=O)NCC3CCCO3)cc2)S(C)(=O)=O)cc1 (stereo not drawn)
 : 1.1	-0.4	-12	0.078	1375	-8	0	-3	-4	-14	-1
O=c1oc2ccccc2c(Nc2ccccc2O)c1[N+](=O)[O-]
 : 1.1	-0.5	6	-0.23	1496	-7	1	9	0	-12	10
Cc1ccc(C)c2[nH]c(=O)c(CN(CCN3CCOCC3)Cc3nnnn3CC3CCCO3)cc12 (stereo not drawn)
 : 1	-0.6	4	/	1670	-17	0	6	-6	2	14
FC(F)Sc1ccc(-n2cc(-c3ccccc3)[n+]3c2CCC3)cc1
 : 1	-0.2	3	-0.61	1604	-3	-3	16	13	-3	-2
Cc1cc(NC(=O)c2ccc(Cl)cc2Cl)n(CCC#N)n1
 : 0.8	-0.4	4	0.03	1454	-10	8	5	9	19	-2
O=C(c1cccc(NS(=O)(=O)c2ccc(F)c(F)c2)c1)N1CCN(Cc2ccccc2)CC1
 : 1	0.2	-38	/	1655	-15	3	59*	3	5	2
Oc1c(C(c2ccccc2Cl)N2CCCC2)ccc2cccnc12 (stereo not drawn)
 : 1.2	-0.2	-4	/	1578	-9	-4	100*	2	-22	1

Random excerpt: two entries already listed, in no set order.
Results follow in this order: bIAP act	Redox H2O2 prof	TLR4 MyD88 comp	ROMK mod	TR-FRET SRC-2 ct	S1P3 antag	PPARg SRC-1 ag	L major viab	PPARg SRC2 recr	bIAP inhibitor	PPARg SRC3 recr
O=C(c1cccc(NS(=O)(=O)c2ccc(F)c(F)c2)c1)N1CCN(Cc2ccccc2)CC1
 : 1	0.2	-38	/	1655	-15	3	59*	3	5	2
COc1ccc(CN2CC(=O)N(c3ccc(C)c(C)c3)C2=S)cc1OC
 : 1	0.1	2	0.91	1544	-7	4	52*	-2	-1	-1

New compounds follow
Results follow in this order: bIAP act	Redox H2O2 prof	TLR4 MyD88 comp	ROMK mod	TR-FRET SRC-2 ct	S1P3 antag	PPARg SRC-1 ag	L major viab	PPARg SRC2 recr	bIAP inhibitor	PPARg SRC3 recr
CCC(Sc1nc2ccccc2c(=O)[nH]1)C(=O)O (stereo not drawn)
 : 1	0.3	-8	1.4	1513	/	4	-2	13	0	7
CC(=O)Oc1ccc(-c2csc(Nc3ccc(S(N)(=O)=O)cc3)n2)cc1
 : 1	0.6	5	0.36	1740	-9	2	55*	14	0	6
Cc1nc2ccccc2nc1CSc1nncs1
 : 0.6	2.5	-6	-0.0079	1398	0	-5	-3	-11	37	-11
O=C(CN1CCCC1)Nc1ccc(NC(=O)Nc2ccccc2)cc1
 : 0.8	2.1	4	-0.57	1474	-19	2	2	3	23	-1
O=C(CSc1ncn[nH]1)N1CCN(c2nnc(-c3ccccc3)c3ccccc23)CC1
 : 1.1	0.1	-6	0.49	1407	-16	-1	-7	11	-12	-4
O=C(COc1ccc(Cl)cc1)N1CCN(S(=O)(=O)c2ccc(Cl)cc2)CC1
 : 0.9	0.0	2	-1.4	1570	/	4	-5	-4	9	-2
COc1ccc(C2C(C(=O)OCC(=O)Nc3ccc(C)cc3)CCC(=O)N2c2ccc(OC)cc2)cc1 (stereo not drawn)
 : 1.1	0.9	5	1.2	1291	/	1	-2	-9	-14	0
O=c1[nH]cnc2c1sc(=S)n2-c1ccccc1
 : 0.9	3.0	-17	/	1231	-3	-7	-5	-6	6	-4
CC(C)Sc1nc(SCC(=O)NCc2ccco2)c2c3c(sc2n1)COC(C)(C)C3
 : 1	-2.4	17	/	1536	/	7	0	6	3	1
O=C1CC(c2ccc(OCCCCCOc3ccc(C4CC(=O)NC4=O)cc3)cc2)C(=O)N1 (stereo not drawn)
 : 0.9	-0.3	14	-3.5*	1451	-4	0	-2	3	9	5
COCCCn1cc(C(=O)c2cc(OC)ccc2OCC(=O)N2CCCCC2C)cc(C#N)c1=O (stereo not drawn)
 : 1.1	-0.1	-4	-0.28	1468	2	-4	-1	6	-10	-2
COc1ccccc1CNC(=O)CCn1c(=O)sc2ccccc21
 : 0.9	-0.9	1	0.15	1559	-24	0	-5	8	10	9
CC1(C)CC(=O)c2cc(OCC(=O)NCCN3CCCc4ccccc43)ccc2O1
 : 1	-0.4	0	-0.72	1666	-15	0	5	3	-3	-9
COc1ccc(S(=O)(=O)Nc2cccc(C)n2)c2ccccc12
 : 1	0.6	18	/	1506	0	2	-4	16	3	1
COC(=O)N1CN(C(=O)OC)CN(C(=O)OC)C1
 : 1	2.0	-3	/	1476	4	-1	-8	1	2	-3

The list continues.
Results follow in this order: bIAP act	Redox H2O2 prof	TLR4 MyD88 comp	ROMK mod	TR-FRET SRC-2 ct	S1P3 antag	PPARg SRC-1 ag	L major viab	PPARg SRC2 recr	bIAP inhibitor	PPARg SRC3 recr
O=C(N=Nc1c(O)[nH]c2ccc(Cl)cc12)c1cc(-c2cccs2)nc2ccccc12
 : 1.3	/	-3	0.28	1674	-6	6	52*	2	-28	4
O=C(c1ccco1)N1CCN(C(=O)C2CCCO2)CC1 (stereo not drawn)
 : 0.8	0.0	-3	0.25	1504	-8	2	-6	8	18	-10
Cn1cnnc1SCC(=O)Nc1ncc(C(F)(F)F)cc1Cl
 : 1	-2.2	13	-0.022	1648	-5	-6	3	-8	-4	-10
Cc1nn(C)c(Cl)c1/C=C/C(=O)O
 : 1	0.6	0	-0.48	1556	-7	10	-7	6	-5	0
O=C(/C=N/O)NCCN1CCCCC1
 : 0.9	-0.6	3	1.1	1500	-11	2	2	1	9	18

Marked active in ROMK mod (from the list above):
Structure	bIAP act	Redox H2O2 prof	TLR4 MyD88 comp	ROMK mod	S1P3 antag	PPARg SRC-1 ag	bIAP inhibitor
O=C1CC(c2ccc(OCCCCCOc3ccc(C4CC(=O)NC4=O)cc3)cc2)C(=O)N1 (stereo not drawn)	0.9	-0.3	14	-3.5*	-4	0	9

3 compounds already listed, ordered by the number in Redox H2O2 prof, highest first.
structure	bIAP act	Redox H2O2 prof	TLR4 MyD88 comp	ROMK mod	S1P3 antag	PPARg SRC-1 ag	bIAP inhibitor
Cc1nn(C)c(Cl)c1/C=C/C(=O)O	1	0.6	0	-0.48	-7	10	-5
O=C(/C=N/O)NCCN1CCCCC1	0.9	-0.6	3	1.1	-11	2	9
Cn1cnnc1SCC(=O)Nc1ncc(C(F)(F)F)cc1Cl	1	-2.2	13	-0.022	-5	-6	-4
